MgcRacGAP inhibition: MgcRacGAP GTPase-activating activity inhibitors, confirmation, biochemical, ADP Hunter fluorescence. MgcRacGAP-stimulated Rac1 GTP hydrolysis, ADP Hunter fluorescence; higher % means a stronger effect; GST-tagged Rac1 F28L mutant substrate. inhibition, % at 30 µM, or IC50 in µM where a hit was titrated. actives 0.6% (n = 340,000). AID 624330;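 active = first-screen hits whose inhibition reached a set limit at any dose in the follow-up dose series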;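 also: fluorescence reports GDP produced by GAP-driven GTP hydrolysis; strong numbers were not always called active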
T cell HTS: T cell immune modulators affecting CD8 T cell-vesicle binding; 2C CD8+ T cell-vesicle binding, flow cytometry; stronger effect = lower value; calls only at 7 µM; actives 0.068% (n = 330,000);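 active = response, share of CD8 T cells binding vesicles, and their 90th percentile fluorescence all below set limits, cut at about 80% in these data, passing the limit was not always enough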
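Also added: QL9-peptide-loaded Drosophila micro-vesicles bearing Ld, ICAM-1 and B7-1; Test system: purified 2C TCR transgenic mouse naive CD8+ T cells; Measured by: cytometric PE anti-B7-1 and Alexa647 anti-CD8 signals after 1% paraformaldehyde fixation; Timing: binding step 1.5 h, 37 °C, antibody labelling 20 min, ice.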
TNAP activation fold: human TNAP enzyme activators, primary screen, biochemical, luminescent, no phosphate acceptor, uHTS (AID 1001). purified TNAP, luminescent activation assay, no phosphate acceptor; higher activation fold means a stronger effect. activation fold at 20 µM, or EC50 in µM where a hit was titrated. actives 0.03% (n = 200,000); in the data active = activation fold from about 3, or a potency from the dose series; inactive = the rest, 99 in 100 with activation fold below about 1.6; also: many of its hits are not listed in these tables
PhoP inhibition: PhoP-dependent GFP reporter repression – Salmonella Typhimurium, primary screen (AID 1863); actives 0.16% (n = 300,000); inhibition, % at 50 µM, or IC50 in µM where a hit was titrated; S. Typhimurium PhoP-regulated promoter GFP reporter, 4 h; higher % means a stronger effect;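 active = inhibition over 29.93%, a cutoff 3 SD above the screen mean, later confirmed by dose response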;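 also: 0% = low Mg2+ inducing control and 100% = high Mg2+ repressing control; strong numbers were not always called active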
Large T inhibition: SV40 large T antigen inhibitors, biochemical (AID 1903); inhibition, % at 20 µM, or IC50 in µM where a hit was titrated; SV40 large T antigen ATPase/helicase inhibition assay; higher % means a stronger effect; actives 0.39% (n = 310,000); in the data active = a potency from the dose series; also: strong numbers were not always called active
RSV antiviral HEp-2: RSV antiviral activity via CPE protection, HEp-2 cells, primary 10 µM value included (AID 2391) | CPE inhibition, % at 10 µM, or IC50 in µM where a hit was titrated | HEp-2 cells, RSV-induced CPE inhibition; higher % means a stronger effect | actives 0.13% (n = 310,000); in the data active = a potency from the dose series; also: strong numbers were not always called active
Myeloid diff MLP: myeloid differentiation induction. ER-HoxA9 myeloid progenitors, lysozyme-GFP differentiation, flow cytometry. calls only at 10 µM. actives 1% (n = 360,000);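 active = normalized GFP-positive differentiation at or above the plate's own cutoff, the solvent-only control mean plus 3 SD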;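 also: cells exposed to compound for four days before flow analysis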
NTR1 agonist: agonists of NTR1, primary screen, imaging, U2OS cells, beta-arrestin-GFP, high content (AID 493036). P30989. NTR1-U2OS beta-arrestin-GFP spot imaging, agonist mode. activation, % at 20 µM. actives 0.17% (n = 330,000);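 active = activation at or above 40% of the spot to cytoplasm intensity ratio, with at least 20 cells analyzed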;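 also: 0% = DMSO without peptide and 100% = 100 nM NTR1 peptide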
Target sequence (P30989 whole entry, looked up): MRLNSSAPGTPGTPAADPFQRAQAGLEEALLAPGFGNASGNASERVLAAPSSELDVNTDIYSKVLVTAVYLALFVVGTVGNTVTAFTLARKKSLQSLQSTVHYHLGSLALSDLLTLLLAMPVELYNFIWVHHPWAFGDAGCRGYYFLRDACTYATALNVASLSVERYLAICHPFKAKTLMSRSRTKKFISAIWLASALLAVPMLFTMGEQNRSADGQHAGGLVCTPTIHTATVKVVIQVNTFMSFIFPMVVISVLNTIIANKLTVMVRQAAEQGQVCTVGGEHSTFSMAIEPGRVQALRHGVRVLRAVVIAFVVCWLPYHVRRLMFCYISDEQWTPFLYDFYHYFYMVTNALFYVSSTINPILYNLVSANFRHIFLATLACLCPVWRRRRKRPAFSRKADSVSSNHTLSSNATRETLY
K1F lysis inhibition: inhibition of K1F phage lysis, E. coli UTI89, bacterial capsule biogenesis inhibitors, alamar blue (AID 488966); inhibition, % at 100 µM; hits with a dose series show IC50 in µM; actives 0.02% (n = 340,000); E. coli UTI89 K1F phage lysis, alamar blue, 2 h; higher % means a stronger effect;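 active = phage lysis inhibition, versus mean bacterial control, above a set limit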;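 also: capsule biogenesis inhibitors block K1F phage lysis so surviving cells raise fluorescence; higher fluorescence means more inhibition of phage lysis; actives were called in the ten point dose series up to 300 µM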
T cell HTS vesicle-bound %: second read-out of T cell HTS, no call of its own (marks repeat the call); double positive events, %; measured here: CD8+ vesicle-bound cell fraction;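 binding gate set so that unloaded-vesicle control wells show 10% double positive cells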
NTR1 agonist cell count 20 µM: recorded beside NTR1 agonist, whose call it bears; cell count; measured here: cell count, cytotoxicity flag
Myeloid diff MLP GFP+ MAC1+ %: second read-out of Myeloid diff MLP, no call of its own (marks repeat the call); GFP+ MAC1+ double positive, %; measured here: differentiation confirmed by MAC1 staining
Numbers without * were called inactive; i = inactive; . = not tested or not shown; [ ] = dose if it differs, or a comment.

SMILES	MgcRacGAP inhibition	T cell HTS	T cell HTS vesicle-bound %	TNAP activation fold	PhoP inhibition	Large T inhibition	RSV antiviral HEp-2	Myeloid diff MLP	Myeloid diff MLP GFP+ MAC1+ %	NTR1 agonist	NTR1 agonist cell count 20 µM	K1F lysis inhibition
CC1CC(C)CN(S(=O)(=O)N2CCCC(C(=O)NC3CCCCC3)C2)C1 (stereo not given)	-5%	i	13	.	0%	-5%	1.0%	i	0.0	0.6	53	0.1%
COc1ccc(NC(=O)CSc2ncnc3c2cnn3Cc2ccccc2)cc1OC	4%	i	53	1.1	13%	6%	3.9%	i	0.7	3.3	90	-0.1%
CCCCn1nc2cc(C(=O)NCCc3ccc(C)cc3)ccc2c1OCC	0%	i	42	1.1	6%	13%	1.8%	i	0.6	-0.6	107	1.4%
Cc1ccccc1OCC(=O)Nc1cc(S(=O)(=O)N2CCOCC2)ccc1N1CCCC1	4%	i	21	.	.	.	-0.6%	i	1.9	0.5	50	0.6%[50 µM]
CC(=O)N1CCN(c2ccnc3cc(Cl)ccc23)CC1	1%	i	28	.	-4%	13%	.	i	1.2	0.1	44	0.2%
Cc1ccccc1OCC(=O)NCCC(=O)O	3%	i	43	1.1	-1%	0%	0.4%	i	2.7	-0.4	65	0.4%[50 µM]
CCOC(=O)CCC(NC(=O)c1ccc(NCN2C(=O)CCC2=O)cc1)C(=O)OCC (stereo not given)	7%	i	40	1.1	13%	3%	0.3%	i	5.5	1.7	78	0.3%
CCN(CC)S(=O)(=O)c1cc(Cl)ccc1OC	6%	i	34	1	8%	2%	-1.2%	i	1.0	-0.7	92	0.3%
Cc1ccc2cc(C(c3nnnn3C3CCCC3)N(Cc3ccccc3)Cc3ccco3)c(=O)[nH]c2c1 (stereo not given)	11%	i	60	1	6%	2%	3.1%	i	5.2	0.8	40	0.2%
O=C(O)CSc1nc(-c2ccccc2)nc2c1oc1ccccc12	5%	i	14	1.1	-2%	27%	2.3%	i	0.1	3.7	81	-0.2%
COc1ccc(NCC(=O)N/N=C(\C)c2cc3ccccc3o2)cc1	12%	i	17	1	-7%	28%	0.1%	i	0.4	-0.3	28	-0.2%
Cc1nnc(C)n1/N=C/c1ccc(-c2ccccc2)cc1	3%	i	49	0.9	-4%	7%	0.2%	i	0.8	2.5	50	-0.1%
Brc1ccc(-n2c(SCc3nc4ccccc4[nH]3)nnc2-c2ccncc2)cc1	1%	i	16	1.2	7%	10%	2.2%	i	0.2	-0.6	83	0.7%[50 µM]
O=C(c1cn(-c2ccccc2)nc1-c1ccc(Br)cc1)N1CCOCC1	-4%	i	44	1	-5%	10%	3.3%	i	0.1	0.0	52	-1.9%
COc1ccc(C(=O)O)cc1S(=O)(=O)N(C)C	10%	i	57	1	5%	10%	-0.6%	i	0.2	-0.1	46	0.9%
NS(=O)(=O)c1ccc(CCNC(=O)c2ccc([N+](=O)[O-])s2)cc1	5%	i	28	.	7%	-4%	3.9%	i	1.2	-0.7	14	-2.2%
O=C1/C(=C/c2cccnc2)Cc2ccc(Cl)cc21	13%	i	31	.	8%	12%	5.5%	i	1.1	2.3	45	2.0%
COc1ccc(Cl)c(S(=O)(=O)N2CCCC2)c1	5%	i	6	1.1	6%	5%	2.2%	i	0.5	-0.2	40	0.4%
Cc1nn(-c2ccccc2)c2nc(N)c(C#N)c(-c3ccc(O)c(O)c3)c12	11%	i	24	.	-4%	8%	39%	i	0.3	16	38	-0.5%[50 µM]
COc1ccc(OCCNS(=O)(=O)c2cccc([N+](=O)[O-])c2)cc1	5%	i	50	1.1	2%	17%	5.3%	i	0.2	1.7	37	-0.2%

2 successive records from above, for reference:
SMILES	MgcRacGAP inhibition	T cell HTS	T cell HTS vesicle-bound %	TNAP activation fold	PhoP inhibition	Large T inhibition	RSV antiviral HEp-2	Myeloid diff MLP	Myeloid diff MLP GFP+ MAC1+ %	NTR1 agonist	NTR1 agonist cell count 20 µM	K1F lysis inhibition
CC1CC(C)CN(S(=O)(=O)N2CCCC(C(=O)NC3CCCCC3)C2)C1 (stereo not given)	-5%	i	13	.	0%	-5%	1.0%	i	0.0	0.6	53	0.1%
COc1ccc(NC(=O)CSc2ncnc3c2cnn3Cc2ccccc2)cc1OC	4%	i	53	1.1	13%	6%	3.9%	i	0.7	3.3	90	-0.1%

Following part
SMILES	MgcRacGAP inhibition	T cell HTS	T cell HTS vesicle-bound %	TNAP activation fold	PhoP inhibition	Large T inhibition	RSV antiviral HEp-2	Myeloid diff MLP	Myeloid diff MLP GFP+ MAC1+ %	NTR1 agonist	NTR1 agonist cell count 20 µM	K1F lysis inhibition
CCOCCc1c(O)nc(SC)[nH]c1=O	2%	i	28	.	5%	2%	1.1%	i	0.4	-1.9	117	0.0%
Cc1ccc(NC(=O)C2CCN(S(=O)(=O)c3ccc4c(c3)NC(=O)C(C)S4)CC2)cc1Cl (stereo not given)	9%	i	21	.	-2%	2%	3.3%	.	.	8.2	61	0.4%
CCOc1c(Cl)cc(C(=O)Nc2cccc(C(=O)O)c2)cc1Cl	7%	i	17	1.1	.	.	1.9%	i	1.0	1.2	47	-0.4%
CC(C)COc1ccc(C(=O)OCC(=O)NCCC2=CCCCC2)cc1	3%	i	32	.	0%	12%	-1.1%	i	0.2	0.5	60	0.6%[50 µM]
COc1cc(CNCCCN2CCOCC2)c(Br)cc1OCC(=O)Nc1ccccc1C	4%	i	17	1.2	-5%	5%	-2.9%	i	0.2	2.7	30	-0.3%
CC(C)[C@H](NC(=O)c1ccccc1)C(=O)OCC(=O)N1CCCc2ccccc21	8%	i	42	1.1	-7%	-3%	2.5%	i	0.3	-0.3	84	0.1%
Cc1cc(C(=O)NCCCn2ccnc2)sc1-c1ccccc1	12%	i	12	1.1	0%	2%	-0.5%	i	4.8	0.0	54	8.9%
CC(=O)NCCc1ccc(S(=O)(=O)Nc2ccc(NC(=O)c3ccc(F)cc3)cc2)cc1	5%	i	23	.	-1%	-2%	2.4%	i	0.8	0.4	34	0.3%
CC(C)[C@H](NC(=O)c1ccccc1F)C(=O)OCC(=O)NC(=O)NC1CCCCC1	5%	i	29	.	.	.	.	i	0.2	6.4	43	0.1%[50 µM]
Cc1c([N+](=O)[O-])c([N+](=O)[O-])nn1CC(=O)N1CCCCC1	6%	i	34	1.1	-11%	7%	0.8%	i	1.2	1.3	51	7.6%
COc1ccc(OC)c(NC(=O)c2ccccc2SC)c1	-4%	i	34	1.1	0%	9%	2.1%	i	13	-0.5	71	1.7%
COc1ccc(C(=O)Nc2cc3c(cc2C#N)OCO3)cc1S(=O)(=O)N1CCN(C)CC1	-2%	i	40	1	11%	4%	-0.1%	i	2.5	-0.3	61	4.5%
COc1cccc(CN(Cc2cccnc2)S(=O)(=O)c2ccc(-n3cnnn3)c(C)c2)c1OC	0%	i	23	1.1	7%	0%	3.1%	i	2.1	6.0	56	0.9%[50 µM]
COc1ccc(C(=O)NC2CCCCCC2)cc1S(=O)(=O)Nc1ccc(Br)cc1	-11%	i	50	1	12%	-3%	0.2%	i	0.4	4.1	61	0.1%
CCOC(=O)Cc1csc(NC(=O)Cc2ccc(Br)cc2)n1	1%	i	48	.	-4%	5%	1.9%	i	0.6	-0.2	61	-0.6%
CCc1cc2c3c(c(=O)oc2cc1OCC(=O)OC)CCCC3	15%	i	33	.	-5%	17%	2.8%	i	0.2	3.2	76	2.3%
Cc1ccc(CNC(=O)N[C@@H](Cc2ccccc2)C(=O)O)cc1	3%	i	4	1	3%	8%	-0.1%	i	0.1	-0.9	74	-0.1%
Fc1cccc(-c2oncc2-c2nnnn2-c2ccc(Cl)cc2)c1	7%	i	23	1	-4%	12%	0.5%	i	1.5	-2.1	71	-0.4%
Cc1ccc(CN2CC(C(=O)NC(c3nc4ccccc4[nH]3)C(C)C)CC2=O)cc1 (stereo not given)	2%	i	6	.	.	.	1.0%	i	0.3	-2.8	54	0.5%[50 µM]

In a second layout: entries from further up
SMILES | MgcRacGAP inhibition | T cell HTS | T cell HTS vesicle-bound % | TNAP activation fold | PhoP inhibition | Large T inhibition | RSV antiviral HEp-2 | Myeloid diff MLP | Myeloid diff MLP GFP+ MAC1+ % | NTR1 agonist | NTR1 agonist cell count 20 µM | K1F lysis inhibition
CC1CC(C)CN(S(=O)(=O)N2CCCC(C(=O)NC3CCCCC3)C2)C1 (stereo not given) | -5% | i | 13 | . | 0% | -5% | 1.0% | i | 0.0 | 0.6 | 53 | 0.1%
COc1ccc(NC(=O)CSc2ncnc3c2cnn3Cc2ccccc2)cc1OC | 4% | i | 53 | 1.1 | 13% | 6% | 3.9% | i | 0.7 | 3.3 | 90 | -0.1%
CCCCn1nc2cc(C(=O)NCCc3ccc(C)cc3)ccc2c1OCC | 0% | i | 42 | 1.1 | 6% | 13% | 1.8% | i | 0.6 | -0.6 | 107 | 1.4%
Cc1ccccc1OCC(=O)Nc1cc(S(=O)(=O)N2CCOCC2)ccc1N1CCCC1 | 4% | i | 21 | . | . | . | -0.6% | i | 1.9 | 0.5 | 50 | 0.6%[50 µM]
CC(=O)N1CCN(c2ccnc3cc(Cl)ccc23)CC1 | 1% | i | 28 | . | -4% | 13% | . | i | 1.2 | 0.1 | 44 | 0.2%
Cc1ccccc1OCC(=O)NCCC(=O)O | 3% | i | 43 | 1.1 | -1% | 0% | 0.4% | i | 2.7 | -0.4 | 65 | 0.4%[50 µM]
CCOC(=O)CCC(NC(=O)c1ccc(NCN2C(=O)CCC2=O)cc1)C(=O)OCC (stereo not given) | 7% | i | 40 | 1.1 | 13% | 3% | 0.3% | i | 5.5 | 1.7 | 78 | 0.3%
CCN(CC)S(=O)(=O)c1cc(Cl)ccc1OC | 6% | i | 34 | 1 | 8% | 2% | -1.2% | i | 1.0 | -0.7 | 92 | 0.3%
Cc1ccc2cc(C(c3nnnn3C3CCCC3)N(Cc3ccccc3)Cc3ccco3)c(=O)[nH]c2c1 (stereo not given) | 11% | i | 60 | 1 | 6% | 2% | 3.1% | i | 5.2 | 0.8 | 40 | 0.2%
O=C(O)CSc1nc(-c2ccccc2)nc2c1oc1ccccc12 | 5% | i | 14 | 1.1 | -2% | 27% | 2.3% | i | 0.1 | 3.7 | 81 | -0.2%

High-throughput results (PubChem)
